Source: PubChem
hIAP act – human IAP activation; P09923; 0.16% of 330,000 active; AID 2524; activation factor at 10 µM; purified human IAP, CDP-Star luminescence, 30 min; stronger effect = higher value; 1 = vehicle-only enzyme, 0 = enzyme-free background;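 active means activation factor of the enzyme at least 2-fold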; further: the source names both 10 and 20 µM as test concentration; values of inactives mirror those of a sister screen read the other way
PfGluPho inh – PfG6PD (Plasmodium falciparum) enzyme inhibition | 0.78% of 350,000 active | inhibition, % at 20 µM | PfGluPho enzyme, NADPH resazurin-diaphorase fluorescence;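 active means inhibition reaching at least a set limit at 20 µM in the primary screen, cut at about 59% in these data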;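 further: 0% = DMSO wells with substrate and 100% = DMSO wells lacking glucose-6-phosphate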
SENP6 block – blocks the human protease SENP6 | Q9GZR1 | Recombinant SENP6 catalytic domain, aminoluciferin luminescence | inhibition, % at 10 µM | 1.8% of 330,000 active;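 active means inhibition above about 50% at the single tested dose, limit read from the data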;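 further: plate controls were DMSO wells with enzyme for no effect and DMSO wells lacking enzyme for full effect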
ATG4B inh – blocks human ATG4B protease cleavage of LC3 substrate. Q9Y4P1. ATG4B cleavage of LC3-PLA2, NBD-HPC fluorescence, 1 h. inhibition, % at 8.33 µM. 0.51% of 340,000 active. AID 504462; in the data active means inhibition above about 40%
Target sequence (Q9Y4P1 whole entry, looked up): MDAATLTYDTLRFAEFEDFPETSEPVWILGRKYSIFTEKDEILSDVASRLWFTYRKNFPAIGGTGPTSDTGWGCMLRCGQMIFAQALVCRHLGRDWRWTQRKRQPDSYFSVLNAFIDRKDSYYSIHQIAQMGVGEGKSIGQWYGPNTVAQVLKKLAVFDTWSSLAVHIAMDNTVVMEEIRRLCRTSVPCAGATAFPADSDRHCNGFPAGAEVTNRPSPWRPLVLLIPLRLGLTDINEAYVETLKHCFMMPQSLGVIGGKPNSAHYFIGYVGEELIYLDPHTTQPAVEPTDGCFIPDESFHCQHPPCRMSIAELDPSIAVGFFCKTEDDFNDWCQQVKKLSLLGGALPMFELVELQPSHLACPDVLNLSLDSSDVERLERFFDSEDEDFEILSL
SENP1 inh – blocks the human SENP1 SUMO protease catalytic domain | inhibition, % at 10 µM | recombinant SENP1 catalytic domain, CyPet-SUMO1-YPet FRET cleavage | Q9P0U3 | 0.21% of 360,000 active;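 active means inhibition at least 30% at 10 µM, raw YFP signal under a set limit, fluorescence ratio 0.5 to 1.5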;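 further: 0% = enzyme with DMSO and 100% = no enzyme wells; some results filed as inactive read as strong as hits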
Target sequence (Q9P0U3 419-644 limits assumed): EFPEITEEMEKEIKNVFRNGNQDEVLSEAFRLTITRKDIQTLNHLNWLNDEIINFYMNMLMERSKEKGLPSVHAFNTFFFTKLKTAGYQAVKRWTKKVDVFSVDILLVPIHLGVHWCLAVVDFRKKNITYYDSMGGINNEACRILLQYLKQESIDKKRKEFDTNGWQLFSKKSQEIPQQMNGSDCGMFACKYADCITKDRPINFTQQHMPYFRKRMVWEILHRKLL
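Test system: hSENP1 catalytic domain, recombinant; Amount: 20 pM final SENP1 enzyme; Medium: Tris pH 8 buffer plus EDTA, NaCl, BME, BSA, NP40, catalase; Schedule: 50 min enzyme reaction, room temperature, light-protected; Technique: FRET fluorescence in CFP and YFP emission channels; Controls: no-enzyme wells low, DMSO-plus-enzyme wells high control.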
MPTP inh – blocks calcium-induced mitochondrial swelling; inhibition, % at 10 µM; 1.4% of 360,000 active; isolated mouse mitochondria, Ca2+ swelling absorbance, 30 min;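 active means inhibition of 50% or more, scaled per plate between neutral and stimulator controls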;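 further: 0% = DMSO wells given calcium and 100% = 1 mM EGTA wells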
GRIN3A LBD mod – modulators (binders) of human NR3A ligand-binding domain; NR3A LBD differential scanning fluorimetry, Tm shift; 0% = protein alone, 100% = glycine-bound protein; Tm shift relative to glycine control, % at 25 µM; 2.5% of 340,000 active; AID 1259313;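 active means melting temperature shift of at least 10% of the positive control shift, at one fixed dose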
SENP8 inh – blocks human SENP8 cleavage of Nedd8 substrate. recombinant SENP8, Nedd8 substrate fluorescence. inhibition, % at 20 µM. 0.64% of 360,000 active; in the data active means inhibition mostly above about 40%, no sharp cut-off; inactive means mostly below about 27%
Target sequence (Q96LD8 whole entry, looked up): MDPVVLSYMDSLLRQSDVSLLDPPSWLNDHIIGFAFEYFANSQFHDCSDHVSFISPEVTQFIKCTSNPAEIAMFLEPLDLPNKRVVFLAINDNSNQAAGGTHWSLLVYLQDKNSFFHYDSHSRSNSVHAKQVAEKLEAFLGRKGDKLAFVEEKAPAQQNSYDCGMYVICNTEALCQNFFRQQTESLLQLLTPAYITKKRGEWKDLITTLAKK
* = called active by the depositor; i = inactive; . = no result given.

Below each SMILES – hIAP act	PfGluPho inh	SENP6 block	ATG4B inh	SENP1 inh	MPTP inh	GRIN3A LBD mod	SENP8 inh
CCn1c(-c2cccn(Cc3ccc(Cl)cc3Cl)c2=O)n[nH]c1=S
  0.95	36	15	-11	-1	-2.3	0	-382
COC(=O)C1=C(C)Nc2c(c(=O)n(C)c(=O)n2C)C1c1ccc(Cl)cc1 (configuration not stated)
  0.97	-6	-3	-10	-12	0.3	-1	-100
O=C1C=C(Nc2ccccc2)c2ccccc2C1=O
  0.84	12	81*	12	-1	4.1	-2	-392
CC(=O)Oc1c(Cl)cc(Cl)cc1/C=C/c1ccc2ccccc2n1
  1	-26	4	-3	-25	12	-11	-123
CNC(=O)c1c(NC(=O)CCS(=O)(=O)c2ccc(Cl)cc2)sc2c1CCN(C(=O)OC)C2
  0.96	0	3	-2	-63	-0.5	10*	-64
Nc1nnnn1/N=C\c1ccc(Cl)c([N+](=O)[O-])c1
  0.94	2	11	-1	0	0.3	0	12
Cc1cc(C)nc(NC(=O)c2cc(-c3ccc4c(c3)OCO4)nc3ccccc23)c1
  0.91	0	10	6	-4	0.6	1	-398
Cc1onc(-c2ccccc2Cl)c1C(=O)N(Cc1nc(-c2ccccc2)no1)C1CCCCC1
  0.89	17	-4	16	0	-1.5	2	13
COc1ccc(NC(=O)Cn2c(C)csc2=O)c(OC)c1
  0.84	14	5	-2	0	-1.7	-2	18
O=S(=O)(Nc1ccccc1N1CCOCC1)c1ccc(F)c(Cl)c1
  1.2	46	-9	-7	-1	0.8	0	4
c1ccc2c(c1)ncn2-c1ccc(-c2ccnc(-c3ccncc3)n2)cc1
  1.1	1	-6	-20	0	-0.5	0	-18
COc1cc([N+](=O)[O-])ccc1NC(=S)NNC(=O)CCC(=O)Nc1ccccc1Cl
  2	-20	-8	0	5	1.4	7	17
CCc1ccc(Nc2nc(C)cc(C)c2C(N)=O)cc1
  1.1	-2	-26	-4	0	-0.4	1	18
COc1cc(/C=N/NC(=O)c2cc[n+]([O-])cc2)cc(OC)c1OC
  0.8	5	-3	-5	0	-0.2	3	1
Cc1ccc(NC(=O)CCCCCN2C(=O)c3ccccc3C2=O)nc1
  1.1	-17	-15	0	1	-0.1	-2	3
COc1ccc(Cc2nnc(N/N=C/c3ccc(N(C)C)cc3)[nH]c2=O)cc1OC
  1.3	4	21	-5	2	3.4	0	31
O=C(O)CCCn1cc(NC(=O)COc2ccccc2)cn1
  1	-4	-8	-1	4	0.2	0	11
O=Cc1cccn1-c1nccc(-c2ccco2)n1
  1	-8	24	4	-7	-1.6	0	-3
Fc1ccccc1C1c2cccn2CCN1C(=S)Nc1ccc(Br)cc1 (configuration not stated)
  1	11	-2	9	-15	101*	7	10
CC(C)C(=O)N1CCC(c2nc(-c3ccc(S(=O)(=O)N4CCN(C)CC4)cc3)no2)CC1
  1	6	-4	-12	1	-0.3	0	1

Continuation:
Below each SMILES – hIAP act	PfGluPho inh	SENP6 block	ATG4B inh	SENP1 inh	MPTP inh	GRIN3A LBD mod	SENP8 inh
Cc1ccc(C(=O)N2CCN(C(=O)c3ccccc3)C2c2ccc(N(C)C)cc2)cc1 (configuration not stated)
  0.93	8	-9	-1	-1	0.8	-2	22
CCCCCCn1c(SCCOC)nc2c1c(=O)[nH]c(=O)n2C
  0.97	5	-10	-13	-6	0.5	-2	11
Cc1nn(C)c(NC(=O)c2ccccc2Cl)c1Br
  0.96	-3	-1	-9	2	-0.1	3	9
Cc1onc(NC(=O)NC(=O)c2c(Cl)cccc2Cl)c1Br
  1	-6	1	-3	1	-1.0	-27	8
CCCCCOC(=O)Cc1c(C)nc(-c2ccccc2)[nH]c1=O
  1.1	-16	-12	1	0	1.0	0	14
C=C(C)CSCc1nc2ccccc2[nH]1
  0.91	-5	1	3	-8	-0.8	1	-2
OCCN1CCN(Cc2cccc(Oc3ccc(Cl)cc3)c2)CC1
  0.95	15	2	-3	5	42	1	22
Cc1ccc(-n2ncc3c2CCCC3NC(=O)c2cnccn2)cc1C (configuration not stated)
  1.3	-23	2	6	1	0.9	-1	4
Cc1cc(C)c(C(=O)COC(=O)C2CC3CCCC(C2)C3=O)c(C)c1 (configuration not stated)
  1	5	-6	7	0	-0.7	-1	19
O=C(c1ccc(S(=O)(=O)N2CCCC2)cc1)N(Cc1ccco1)C1CCS(=O)(=O)C1 (configuration not stated)
  0.83	-8	-1	-6	3	0.3	-1	14
O=c1c[n+]([O-])c2ccccc2n1OCc1c(F)cccc1F
  0.96	29	-6	-10	3	-0.1	2	-90
COc1ccnc(Oc2ccccc2)c1C(=O)N/C=N/OCc1ccccc1
  1.1	-8	5	2	-1	-1.3	-2	17
CCC1(C)Cc2c(sc3nc4n(c(=O)c23)CCS4)CO1 (configuration not stated)
  0.9	14	-22	-6	2	-3.2	9	1
Cc1cc(C)nc(Nc2n[nH]c(COc3cccc4ccccc34)n2)n1
  .	-16	.	6	2	0.8	-2	8
COc1ccc(CC(=O)OCC(=O)N2CCCc3ccccc32)cc1
  1.2	-8	-13	-3	-3	-0.7	1	2
O=C(Cc1nc2ccccc2[nH]1)c1ccc([N+](=O)[O-])cc1
  1.2	35	15	4	-11	12	-1	-164
O=C(NCc1ccccc1)c1cccc2c1C(=O)c1ccc(/C=C/c3ccccc3)cc1S2(=O)=O
  0.9	-8	2	6	-28	0.7	0	-418
O=C(COC(=O)c1cc(S(=O)(=O)N2CCOCC2)ccc1Cl)NC1CC1
  1.1	-5	-4	-5	1	-0.8	4	7
COc1ccccc1C(=O)NC(C(=O)NCCc1nc2ccccc2[nH]1)=C(C)C
  0.97	5	-7	4	-15	-1.8	-2	-4
Cc1ccc(CC(NC(=O)c2ccccc2)C(=O)NC(Cc2ccccc2)C(=O)O)cc1 (configuration not stated)
  0.89	-11	-20	10	1	-0.1	-3	4

(more compounds)
SMILES,hIAP act,PfGluPho inh,SENP6 block,ATG4B inh,SENP1 inh,MPTP inh,GRIN3A LBD mod,SENP8 inh
Clc1ccccc1-c1ccc(/C=N/n2cnnc2)o1,1.1,8,-3,-6,1,-1.4,-1,-28
CN(CCNC(=O)Cn1c(=O)sc2ccccc21)Cc1ccccc1,1.1,5,-10,-2,2,-1.0,-2,0
CCOc1ccc(-c2nc(-c3ccncc3)no2)cc1OCC,1.1,4,5,-15,-2,2.7,1,-6
CCCn1nnnc1SCC(=O)NNC(=O)c1ccco1,1,19,-4,1,1,0.1,-2,10
Cc1sc2nc(SCC(=O)Nc3ccc(S(N)(=O)=O)cc3)[nH]c(=O)c2c1C,0.95,18,-3,-3,1,0.9,-6,7
CN(CC(=O)Nc1ccc(Cl)c(S(=O)(=O)N2CCOCC2)c1)C(=O)c1cccs1,1,-4,-4,-3,1,-0.5,0,7
CCOC(=O)/C(C#N)=N/Nc1c(S(=O)(=O)Cc2ccco2)csc1C(=O)OC,1.2,-11,-10,0,0,0.9,1,11
Cc1cccc(NC(=O)CSc2nnc(CSc3nc(C)cc(C)n3)o2)c1,0.91,8,-5,-10,2,0.6,5,21
Cc1ccc(C)c(CN2C(=O)CSc3ccc(C(=O)NCC(C)CN4CCC(C)CC4)cc32)c1 (configuration not stated),0.99,4,-9,0,-1,0.1,-5,9
COc1ccccc1CN(C)C(=O)c1cccc(S(=O)(=O)N2CCCc3ccccc32)c1,0.87,7,0,-5,0,-0.9,1,8

Some of the entries above in another layout:
hIAP act	PfGluPho inh	SENP6 block	ATG4B inh	SENP1 inh	MPTP inh	GRIN3A LBD mod	SENP8 inh	SMILES
1.1	8	-3	-6	1	-1.4	-1	-28	Clc1ccccc1-c1ccc(/C=N/n2cnnc2)o1
1.1	5	-10	-2	2	-1.0	-2	0	CN(CCNC(=O)Cn1c(=O)sc2ccccc21)Cc1ccccc1
1.1	4	5	-15	-2	2.7	1	-6	CCOc1ccc(-c2nc(-c3ccncc3)no2)cc1OCC
1	19	-4	1	1	0.1	-2	10	CCCn1nnnc1SCC(=O)NNC(=O)c1ccco1
0.95	18	-3	-3	1	0.9	-6	7	Cc1sc2nc(SCC(=O)Nc3ccc(S(N)(=O)=O)cc3)[nH]c(=O)c2c1C
1	-4	-4	-3	1	-0.5	0	7	CN(CC(=O)Nc1ccc(Cl)c(S(=O)(=O)N2CCOCC2)c1)C(=O)c1cccs1

(listing goes on)
SMILES,hIAP act,PfGluPho inh,SENP6 block,ATG4B inh,SENP1 inh,MPTP inh,GRIN3A LBD mod,SENP8 inh
Cc1nc(SCC(=O)c2cccc([N+](=O)[O-])c2)n[nH]1,1.1,39,-18,-5,1,-2.1,3,14
CC(=O)Nc1cccn(Cc2c(Cl)cccc2Cl)c1=O,1.3,5,12,-4,2,-1.1,2,-30
CC(NC(=O)c1cccc(OC2CCN(C(=O)C3CC3)CC2)c1)c1ccc(F)cc1 (configuration not stated),0.94,-18,-13,-1,1,-0.9,4,12
Cc1cccc(NC(=O)C(C)SCc2nc3sc4c(c3c(=O)[nH]2)CCCC4)n1 (configuration not stated),1,-3,6,4,12,-1.2,-2,i
COC(=O)c1ccccc1NC(=O)Nc1cc(C)ccn1,1.1,-2,-6,0,1,0.0,0,-36
CCC1=NC(c2ccccc2OC)N(O)C1(C)C (configuration not stated),1,11,-6,-6,3,-0.7,-2,4
Cc1cc(C)n(C(=O)COc2ccc([N+](=O)[O-])cc2)n1,0.91,3,-25,3,5,-0.4,-4,16
COc1cc(/C=C2\CC/C(=C\c3cc(OC)c(OC)c(OC)c3)C2=O)cc(OC)c1OC,0.98,7,3,-4,-29,3.5,-3,-28

Compound profiles, as listed above. Order of screens: hIAP act | PfGluPho inh | SENP6 block | ATG4B inh | SENP1 inh | MPTP inh | GRIN3A LBD mod | SENP8 inh
`Cc1cc(C)n(C(=O)COc2ccc([N+](=O)[O-])cc2)n1` across the screens: 0.91 | 3 | -25 | 3 | 5 | -0.4 | -4 | 16
`Cc1nc(SCC(=O)c2cccc([N+](=O)[O-])c2)n[nH]1` across the screens: 1.1 | 39 | -18 | -5 | 1 | -2.1 | 3 | 14
